Screening results as filed in PubChem.
HEK cytotox – Cytotoxic Profiling in HEK 293 Cell Line of Diverse Libraries Using Quantitative High-Throughput Screening. Potency, µM (titrated, usually from 115 µM), for inactives: at the highest dose activity change, negative = cytotoxicity, most hits filed as inhibitors. AID 1345083, 2018. hit rate 6.6% among 94,000. HEK 293 viability, ATP luminescence (CellTiter-Glo), 48-72 h; further: potency means the concentration at half of the fitted maximal effect; nearly all actives have a fitted effect of over 60% in size
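qHTS cytotoxicity; HEK 293, 250 cells/well; compound pinned; 48 or 72 hr, 37 degree Celsius, 5% CO2, 95% humidity; CellTiter-Glo, 10 min RT; luminescence (ATP).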
GPT2 inh – Primary qHTS assay for inhibitors of Glutamate pyruvate transaminase 2 (GPT2); Alanine aminotransferase 2 (Homo sapiens), Q8TD30; Recombinant GPT2, coupled pyruvate oxidase/HRP Amplex Red fluorescence; Potency, µM (series often up to 57.7 µM), without a hit: at the top dose activity change, negative = inhibition, usual class: inhibitors; hit rate 0.25% among 100,000; AID 1671188, 2021; further: potency means the concentration at half of the fitted maximal effect; nearly all actives have a fitted effect of over 60% in size; many of its hits are not listed in these tables
Target sequence (Q8TD30 whole entry, looked up): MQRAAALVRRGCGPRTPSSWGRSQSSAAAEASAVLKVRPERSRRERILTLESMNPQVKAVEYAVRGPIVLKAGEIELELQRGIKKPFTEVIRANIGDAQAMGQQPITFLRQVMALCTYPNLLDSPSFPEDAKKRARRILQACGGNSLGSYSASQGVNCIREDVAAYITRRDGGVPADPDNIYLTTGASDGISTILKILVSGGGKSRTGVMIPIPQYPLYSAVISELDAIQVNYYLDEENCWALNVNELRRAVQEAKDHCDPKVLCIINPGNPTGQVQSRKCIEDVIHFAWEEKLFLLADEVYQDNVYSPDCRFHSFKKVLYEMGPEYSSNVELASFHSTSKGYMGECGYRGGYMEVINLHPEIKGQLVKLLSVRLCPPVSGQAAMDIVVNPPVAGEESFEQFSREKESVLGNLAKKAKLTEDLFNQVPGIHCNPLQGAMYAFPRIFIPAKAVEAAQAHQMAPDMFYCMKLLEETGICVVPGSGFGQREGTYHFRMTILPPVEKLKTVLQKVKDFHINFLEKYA
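Fluorescence of coupled pyruvate oxidase/HRP/Amplex Red system (50uM Amplex, 30 min, dark) reports pyruvate formed by GPT2. Enzyme reaction: 10ng/uL GPT2, 2mM L-alanine, 250uM a-KG, 30 min room temperature, pH 7.5; 50uM AOA control.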
SNCA expr inh – Primary qHTS assay for inhibitors of alpha-synuclein gene (SNCA) expression. HEK-293 SNCA-luciferase knock-in, luminescence, 24 h. hit rate 0.17% among 140,000. Potency, µM (top dose mostly 57.2 µM), without a hit: at the highest dose activity change, negative = inhibition, most hits filed as inhibitors. AID 1671194, 2021;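 further: potency means the concentration at half of the fitted maximal effect; plate controls were DMSO cells for no effect and cell-free wells for full effect; nearly all actives have a fitted effect of over 45% in size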
IP6K1 inhibitor – Primary qHTS assay for small molecule inhibitors of Inositol hexaphosphate kinase 1 (IP6K1); IP6K1 kinase, ADP-Glo luminescence, 2 h; active compounds read low; activity change, % (series mostly up to about 58 µM); hit rate 0.81% among 140,000; in the data active means activity change below about -25%
Target sequence (Q92551 whole entry, looked up): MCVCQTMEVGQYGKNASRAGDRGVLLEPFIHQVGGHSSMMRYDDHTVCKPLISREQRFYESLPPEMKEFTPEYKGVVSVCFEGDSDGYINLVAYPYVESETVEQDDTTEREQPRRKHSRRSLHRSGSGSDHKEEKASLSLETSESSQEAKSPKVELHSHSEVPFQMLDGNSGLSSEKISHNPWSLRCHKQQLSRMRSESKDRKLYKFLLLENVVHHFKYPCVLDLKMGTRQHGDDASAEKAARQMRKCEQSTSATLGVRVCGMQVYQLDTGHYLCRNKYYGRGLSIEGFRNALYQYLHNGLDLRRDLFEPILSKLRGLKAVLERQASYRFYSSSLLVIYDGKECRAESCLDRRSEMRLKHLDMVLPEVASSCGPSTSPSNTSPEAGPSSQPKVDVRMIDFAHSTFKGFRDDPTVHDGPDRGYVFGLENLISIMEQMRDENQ
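ADP-Glo luminescence measures ADP made by human IP6K1 during a 2 h RT reaction with ATP/IP6 (mix at 1.3 mM/130 uM); top library doses 57.5 and 19.1 uM final.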
3T3 cytotox – Cytotoxic Profiling in NIH 3T3 Cell Line of Diverse Libraries Using Quantitative High-Throughput Screening; NIH 3T3 viability, CellTiter-Glo ATP luminescence, 48-72 h; Potency, µM (doses to about 96.7 µM), for the others: at the highest dose activity change, negative = cytotoxicity, actives largely listed as inhibitors; hit rate 4.3% among 94,000; AID 1345082, 2018; further: potency means the concentration at half of the fitted maximal effect; nearly all actives have a fitted effect of over 55% in size
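Cells were seeded at 400 per well, treated with pin-transferred compound, and kept 48 or 72 hr at 37 °C before CellTiter-Glo addition and luminescence imaging of cellular ATP.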
Luciferase inh – Firefly luciferase inhibition profiling of diverse chemical library using quantitative high-throughput screening; AID 1347043, 2019; Potency, µM (top dose mostly 115 µM), without a hit: at the highest dose activity change, negative = inhibition, most hits filed as inhibitors; purified P. pyralis luciferase, luminescence, biochemical; hit rate 2.5% among 76,000; further: potency means the concentration at half of the fitted maximal effect; nearly all actives have a fitted effect of over 65% in size
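Cell-free enzyme assay, 10nM P. pyralis luciferase, luciferin and ATP each at 10uM. Inhibition profiled over a 6-point titration, read as luminescence.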
HEK293 viab – GF-AFC viability counterscreen for inhibitors of alpha-synuclein gene (SNCA) expression | HEK-293-SNCA-luc viability, GF-AFC fluorescence, 24 h | Potency, µM (doses to about 57.1 µM), without a hit: at the top dose activity change, negative = cytotoxicity, hits mostly cytotoxic | hit rate 0.12% among 150,000;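 further: potency means the concentration at half of the fitted maximal effect; 0% = DMSO-treated cells and -100% = medium-only wells without cells; nearly all actives have a fitted effect of over 30% in size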
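Cytotoxicity counterscreen: after 24 h compound treatment of genome-edited SNCA-luciferase HEK-293 cells, live-cell protease substrate GF-AFC read by fluorescence after 30 min; activity scaled between DMSO (0%) and medium-only (-100%), curves Hill-fitted.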
Starred values were filed as active, the others as inactive; [ ] = dose if it differs, or a comment. Unless noted, the call rests on the fitted dose curve; in most records, active means well fitted curve in the direction sought with a large enough effect; inconclusive means small, poorly fitted or top-dose-only effect, or another doubt; inactive means no such curve, though single readings can be large; an effect the other way counts as inactive or inconclusive. Unless noted, on the % scale 0 is the no-effect control and ±100 the full control effect. Not all compounds are listed. The share of hits here may be higher or lower than overall.

CC(C)(C)NCc1cc(Nc2ccnc3cc(Cl)ccc23)c2c(c1O)CCCC2 was read as GPT2 inh 4%[0.698 µM], IP6K1 inhibitor 13 and HEK293 viab 8%[0.457 µM].
Screening CN(C)S(=O)(=O)c1ccc2c(c1)N(CC(=O)NCc1ccccc1)C(=O)C1CCCCN21 (stereo not given) returned SNCA expr inh inconclusive, IP6K1 inhibitor 17 and HEK293 viab -5%.
`C#CCNC(=O)C1CCN(c2nccc(Nc3ccc(OC)cc3)n2)CC1` gave HEK cytotox inconclusive, GPT2 inh 1%, SNCA expr inh 8%, IP6K1 inhibitor 10, 3T3 cytotox inconclusive and HEK293 viab -14%[12.5 µM].
Screening CCN1c2cc(C(=O)N3CCCC3)ccc2C(=O)N2CCCCCC21 (stereo not given) returned HEK cytotox -9%, GPT2 inh 0%, SNCA expr inh 54%[activator], IP6K1 inhibitor 4, 3T3 cytotox inconclusive, Luciferase inh -16% and HEK293 viab 4%[12.5 µM].
COc1ccc(OC)c(-c2nc(Nc3ccccc3C)sc2CC(=O)O)c1 was read as SNCA expr inh -28%, IP6K1 inhibitor 17 and HEK293 viab 1%.
`CCCS(=O)(=O)N1CCC(Cc2nncn2-c2ccccc2)CC1` gave HEK cytotox inactive, GPT2 inh 1%, SNCA expr inh 25%, IP6K1 inhibitor 13, 3T3 cytotox inconclusive, Luciferase inh 0% and HEK293 viab 1%.
For O=C(NC1CCCCCC1)c1cc2n(n1)CC(c1ccc(Cl)cc1)OC2 (stereo not given) the results were HEK cytotox inconclusive, GPT2 inh -14%, SNCA expr inh inconclusive, IP6K1 inhibitor 0, 3T3 cytotox inconclusive, Luciferase inh -9% and HEK293 viab -14%.
Screening C=CCS(=O)(=O)N1CCCC(CCc2c(F)cccc2F)C1 (stereo not given) returned HEK cytotox inconclusive, GPT2 inh inactive, SNCA expr inh 8%, IP6K1 inhibitor 27, 3T3 cytotox inconclusive, Luciferase inh -5% and HEK293 viab 2%.
For Cc1nnc(SCc2ccccc2Cl)c2cc3sccc3n12 the results were SNCA expr inh 45%[activator], IP6K1 inhibitor 4 and HEK293 viab 3%.
COc1cccc(NC(=O)c2cc3c(=O)n(C)c4ccccc4c3n2C)c1 was read as SNCA expr inh 32%[activator], IP6K1 inhibitor 4 and HEK293 viab 1%.
`O=C(c1ccoc1)N1CCCCCC1CN1CCOCC1` (stereo not given) gave HEK cytotox -5%, GPT2 inh -15%, SNCA expr inh -2%, IP6K1 inhibitor -5, 3T3 cytotox -8%, Luciferase inh -5% and HEK293 viab -2%.
For CCN1CCN(c2cc(C)c3cc(NC(=O)/C=C/c4ccc(C)cc4)ccc3n2)CC1 the results were SNCA expr inh -7%, IP6K1 inhibitor -2 and HEK293 viab 10%.
For CC(=O)Oc1cccc(O)c1 the results were GPT2 inh -7%, SNCA expr inh -47%[25.6 µM], IP6K1 inhibitor 35 and HEK293 viab -16%[23.9 µM].
Cn1cnc(S(=O)(=O)N2CC[C@@H]3C(=O)NCCCCCCN(Cc4ccncc4)[C@@H]3C2)c1 was read as HEK cytotox 1%, GPT2 inh inactive, SNCA expr inh 16%, IP6K1 inhibitor 27, 3T3 cytotox -6%, Luciferase inh 4% and HEK293 viab -4%.
`COc1cccc(CCC(=O)NCc2nnc3c(-c4nc(C5CC5)no4)cccn23)c1` gave HEK cytotox -2%, GPT2 inh inactive, SNCA expr inh inconclusive, IP6K1 inhibitor -5, 3T3 cytotox -13%, Luciferase inh -9% and HEK293 viab -13%.
For CN1CCN(C(CNC(=O)C(=O)Nc2ccc(F)cc2F)c2ccc3c(c2)OCO3)CC1 (stereo not given) the results were SNCA expr inh 14%, IP6K1 inhibitor 3 and HEK293 viab 8%.
Cc1nn(C)c(C)c1CCC(=O)N1C[C@@H](CO)[C@H](c2ccccn2)C1 was read as HEK cytotox -2%, GPT2 inh 2%, SNCA expr inh -5%, IP6K1 inhibitor 2, 3T3 cytotox -25%, Luciferase inh -14% and HEK293 viab -1%.
O=C(NC1CC1)[C@@H]1C[C@H](Oc2ccccc2)CN1C(=O)c1cc2ccccc2[nH]1 was read as HEK cytotox -28%, GPT2 inh inactive, SNCA expr inh 112%[activator], IP6K1 inhibitor 0, 3T3 cytotox -6%, Luciferase inh inconclusive and HEK293 viab inconclusive.
For NC(=O)c1cc[nH]c1C1CCCN(C2CCSCC2)C1 (stereo not given) the results were HEK cytotox inactive, GPT2 inh -7%, SNCA expr inh 13%, IP6K1 inhibitor 1, 3T3 cytotox 2%, Luciferase inh 8% and HEK293 viab 3%[12.5 µM].
COc1ccc(S(=O)(=O)NC[C@H]2Cn3c(-c4ccc(Cl)cc4)cnc3CO2)cc1 was read as HEK cytotox 89µM*, GPT2 inh 3%[88.5 µM], SNCA expr inh -26%[87.6 µM], IP6K1 inhibitor 12, 3T3 cytotox 79µM*, Luciferase inh -8%[172 µM] and HEK293 viab -28%[87.6 µM].

Reprinted from the part before: four compounds, then new ones.
Cc1nn(C)c(C)c1CCC(=O)N1C[C@@H](CO)[C@H](c2ccccn2)C1 was read as HEK cytotox -2%, GPT2 inh 2%, SNCA expr inh -5%, IP6K1 inhibitor 2, 3T3 cytotox -25%, Luciferase inh -14% and HEK293 viab -1%.
O=C(NC1CC1)[C@@H]1C[C@H](Oc2ccccc2)CN1C(=O)c1cc2ccccc2[nH]1 was read as HEK cytotox -28%, GPT2 inh inactive, SNCA expr inh 112%[activator], IP6K1 inhibitor 0, 3T3 cytotox -6%, Luciferase inh inconclusive and HEK293 viab inconclusive.
For NC(=O)c1cc[nH]c1C1CCCN(C2CCSCC2)C1 (stereo not given) the results were HEK cytotox inactive, GPT2 inh -7%, SNCA expr inh 13%, IP6K1 inhibitor 1, 3T3 cytotox 2%, Luciferase inh 8% and HEK293 viab 3%[12.5 µM].
COc1ccc(S(=O)(=O)NC[C@H]2Cn3c(-c4ccc(Cl)cc4)cnc3CO2)cc1 was read as HEK cytotox 89µM*, GPT2 inh 3%[88.5 µM], SNCA expr inh -26%[87.6 µM], IP6K1 inhibitor 12, 3T3 cytotox 79µM*, Luciferase inh -8%[172 µM] and HEK293 viab -28%[87.6 µM].
Cc1nn(-c2ccccn2)c(C)c1[C@@H]1C=C[C@@H](NC(=O)C2CCCCC2)C1 was read as HEK cytotox inconclusive, GPT2 inh -31%[88.5 µM], SNCA expr inh inconclusive, IP6K1 inhibitor -6, 3T3 cytotox inconclusive, Luciferase inh -12%[172 µM] and HEK293 viab -13%[87.6 µM].
Screening CCOc1ccc(NC(=O)Cn2c(-c3ccc(F)cc3)nc(C)c(CCO)c2=O)cc1 returned HEK cytotox inconclusive, GPT2 inh inactive, SNCA expr inh inconclusive, IP6K1 inhibitor -11, 3T3 cytotox -15%, Luciferase inh -8% and HEK293 viab -9%.
Screening Cc1nc(C)c(C(=O)NCC2Cn3cccc3C(=O)N2C)s1 (stereo not given) returned HEK cytotox 0%, GPT2 inh inactive, SNCA expr inh -10%, IP6K1 inhibitor -4, 3T3 cytotox inactive, Luciferase inh 8% and HEK293 viab -11%.
For COc1cc(CN2CCC3(CC2)C(=O)NCN3Cc2ccc(Cl)cc2)ccc1F the results were HEK cytotox inconclusive, GPT2 inh inactive, SNCA expr inh 6%, IP6K1 inhibitor 4, 3T3 cytotox inconclusive, Luciferase inh -2% and HEK293 viab 3%.
Cc1ccc(NC(=O)CSc2nccn2-c2ccccc2)cc1 was read as SNCA expr inh 64%[activator], IP6K1 inhibitor 12 and HEK293 viab 6%.
Screening CC(C)CNC(=O)c1nc2sccn2c1-c1ccc(C(F)(F)F)cc1 returned HEK cytotox inconclusive, GPT2 inh -16%, SNCA expr inh -5%, IP6K1 inhibitor 6, 3T3 cytotox inconclusive and HEK293 viab 2%.
Screening CC(C)S(=O)(=O)N1CCC(OC2CCN(Cc3cccnc3)CC2)CC1 returned HEK cytotox inactive, GPT2 inh 3%, SNCA expr inh 5%, IP6K1 inhibitor 4, 3T3 cytotox 0%, Luciferase inh 1% and HEK293 viab -8%.
For Cc1ccc(C(=O)NCc2nnc3ccc(-c4ccccc4)nn23)s1 the results were HEK cytotox inactive, GPT2 inh inactive, SNCA expr inh -1%, IP6K1 inhibitor 15, 3T3 cytotox -7%, Luciferase inh 0% and HEK293 viab -6%.
For O=C1N(c2ccccc2)c2ccccc2C12CCN(CC1CC1)C2 (stereo not given) the results were HEK cytotox -22%, GPT2 inh inactive, SNCA expr inh inconclusive, IP6K1 inhibitor -12, 3T3 cytotox inconclusive and HEK293 viab -7%.
`Cc1ccc(NC(c2nnc(-c3ccccc3)o2)c2ccccc2F)c([N+](=O)[O-])c1` (stereo not given) gave SNCA expr inh 77%[activator], IP6K1 inhibitor 3 and HEK293 viab 15%.
`CN(CC1CC1)C(=O)c1coc(CN2CCN(c3ccccc3F)CC2)n1` gave HEK cytotox inconclusive, GPT2 inh -12%, SNCA expr inh -4%, IP6K1 inhibitor 2, 3T3 cytotox inconclusive, Luciferase inh -3% and HEK293 viab 0%.
Cc1ccc(OCCSc2nc3ccc(NC(=O)c4ccc5c(c4)OCO5)cc3s2)cc1 was read as SNCA expr inh 2%, IP6K1 inhibitor -4 and HEK293 viab 1%.
For O=C(COc1ccccc1)Nc1ccc2nc(SCC(=O)N3CCCC3)sc2c1 the results were SNCA expr inh 123%[activator], IP6K1 inhibitor 15 and HEK293 viab -1%.
`O=C(NCCc1ccc(Cl)cc1)C1CCc2nnc(C3CCN([S+](=O)([O-])c4ccccc4)CC3)n21` (stereo not given) gave HEK cytotox inactive, GPT2 inh -6%, SNCA expr inh 6%, IP6K1 inhibitor -7, 3T3 cytotox -2% and HEK293 viab -1%.
For COc1nc2c(cc1CNC(=O)CC1CC1)C(=O)N(C1CCCC1)C2 the results were HEK cytotox inactive, GPT2 inh 0%, SNCA expr inh -25%, IP6K1 inhibitor 1, 3T3 cytotox -6%, Luciferase inh -2% and HEK293 viab -21%.
Screening COC1C(=O)N(c2cccc(F)c2)C12CCN(Cc1cccc(C#N)c1)CC2 (stereo not given) returned HEK cytotox inconclusive, GPT2 inh inactive, SNCA expr inh -6%, IP6K1 inhibitor 24, 3T3 cytotox -18%, Luciferase inh 5% and HEK293 viab 5%.
CN1C(=O)C2(CCN(Cc3cccn3C)C2)c2ccccc21 (stereo not given) was read as HEK cytotox inconclusive, GPT2 inh inactive, SNCA expr inh 6%[87.6 µM], IP6K1 inhibitor -7, 3T3 cytotox -21%[138 µM] and HEK293 viab -1%[87.6 µM].
